Screening results: PubChem, several laboratories
TNAP inh no acc: human TNAP enzyme inhibitors, primary screen, biochemical, luminescent, no phosphate acceptor, uHTS; Alkaline phosphatase, tissue-nonspecific isozyme (Homo sapiens), P05186; purified TNAP, CDP-star luminescence, 30 min; inhibition, % at 20 µM; 200,000 tested, 0.26% active;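 active = tissue-nonspecific alkaline phosphatase inhibition above about 50% at 20 µM in the single-dose screen, limit read from the data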;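 also: 0% = DMSO negative control and 100% = EDTA positive control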
Target sequence (P05186 whole entry, looked up): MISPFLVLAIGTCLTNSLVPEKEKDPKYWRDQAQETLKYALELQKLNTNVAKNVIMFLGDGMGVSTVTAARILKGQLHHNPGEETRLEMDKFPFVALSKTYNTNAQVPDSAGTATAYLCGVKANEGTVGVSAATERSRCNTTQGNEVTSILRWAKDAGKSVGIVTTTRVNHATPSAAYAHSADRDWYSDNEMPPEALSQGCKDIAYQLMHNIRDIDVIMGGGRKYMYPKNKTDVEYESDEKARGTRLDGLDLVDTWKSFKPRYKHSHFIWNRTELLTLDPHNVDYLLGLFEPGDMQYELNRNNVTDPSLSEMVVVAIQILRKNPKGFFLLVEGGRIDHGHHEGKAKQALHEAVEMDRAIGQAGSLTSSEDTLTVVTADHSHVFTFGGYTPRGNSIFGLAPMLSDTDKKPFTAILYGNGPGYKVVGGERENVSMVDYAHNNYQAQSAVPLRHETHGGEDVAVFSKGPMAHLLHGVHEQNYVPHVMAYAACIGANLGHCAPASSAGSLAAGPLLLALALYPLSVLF
TNAP inh hi DEA: human TNAP enzyme inhibitors, primary screen, biochemical, luminescent, high phosphate acceptor level, uHTS. purified TNAP, CDP-star luminescence, 1 M DEA. 200,000 tested, 0.03% active. Alkaline phosphatase, tissue-nonspecific isozyme (Homo sapiens), P05186. inhibition, % at 20 µM;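 active = over 50% inhibition of tissue-nonspecific alkaline phosphatase at 20 µM in the single-dose screen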;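 also: plate controls were DMSO wells for no effect and EDTA-quenched wells as full inhibition for full effect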
S1P3 antagonist: S1P3 receptor antagonists, primary screen, cell-based | CHO S1P3 NFAT-BLA reporter, FRET fluorescence, antagonist mode | inhibition, % at 4.98 µM | 170,000 tested, 0.27% active | AID 485, 2006;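 active = inhibition above the plate cutoff, the mean inhibition of test wells on that plate plus 3 SD, cut at about 28% in these data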;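 also: cells challenged with S1P at its EC80 of 0.8 µM; blue over green emission ratio from cleaved BLA substrate after 4 h stimulation; 0% = S1P-stimulated wells and 100% = unstimulated DMSO-only wells; some compounds past the cut are filed as inactive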
Target sequence (Q99500 whole entry, looked up): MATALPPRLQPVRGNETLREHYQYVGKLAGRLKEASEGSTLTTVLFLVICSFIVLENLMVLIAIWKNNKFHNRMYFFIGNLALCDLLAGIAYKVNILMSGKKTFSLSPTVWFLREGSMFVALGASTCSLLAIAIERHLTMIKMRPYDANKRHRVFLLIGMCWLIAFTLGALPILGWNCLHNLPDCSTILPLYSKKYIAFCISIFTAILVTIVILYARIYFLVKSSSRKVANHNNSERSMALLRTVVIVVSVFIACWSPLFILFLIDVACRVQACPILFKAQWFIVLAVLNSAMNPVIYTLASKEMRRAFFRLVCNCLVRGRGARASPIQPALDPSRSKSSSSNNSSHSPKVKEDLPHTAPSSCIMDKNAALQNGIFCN
Hsp70 act: Hsp70 transcriptional activators, primary screen, cell-based, HeLa, Hsp70 promoter luciferase, luminescence, 10 µM; HeLa Hsp70 promoter luciferase reporter; scaled: vehicle 0, proteasome-inhibitor control 100%; activation, % at 10 µM; 200,000 tested, 0.04% active; AID 1203, 2008;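 active = activation above the mean across all tested compounds plus 3 SD, cutoff set per campaign, cut at about 5.5% in these data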;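 also: 100% = MG132 at 30 µM as the positive control and 0% = DMSO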
Redox H2O2 prof: compounds producing H2O2 with reducing agent – biochemical, NIH compound library profiling, artefact control for MLSCN library redox annotation, primary screen; DTT-dependent redox cycling H2O2, phenol red/HRP absorbance; 100% = 100 µM peroxide control, 0% = buffer; activation, % at 10 µM; 200,000 tested, 0.03% active; AID 878, 2007;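 active = activation of at least 50% relative to the plate's high and low controls in the primary single-dose screen; inactive = activation below 50%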;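 also: compound incubated with DTT at 0.8 mM final as the reducing agent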
PMI activator: activators of human PMI, primary screen, biochemical, fluorescence intensity, near-Km mannose 6-phosphate | AID 1214, 2008 | Mannose-6-phosphate isomerase (Homo sapiens), P34949 | 190,000 tested, 0.005% active | purified human PMI, coupled resazurin fluorescence, 20 min; hits give high values; 1 = vehicle control, 0 substrate-free wells | activation factor at 20 µM;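 active = activation factor of 2 or more at 20 µM, relative to plate controls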
PMI act satM6P: human PMI activators, high substrate, primary screen, biochemical, fluorescence intensity, near-saturating mannose 6-phosphate; 190,000 tested, 0.34% active; AID 1216, 2008; activation factor at 20 µM; coupled PMI enzyme assay, resazurin fluorescence, 20 min; hits give high values; 1 = untreated enzyme, 0 = substrate-free blank; Mannose-6-phosphate isomerase (Homo sapiens), P34949;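 active = activation factor of 2 or more at 20 µM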
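Test system: human phosphomannose isomerase with PGI, G6PDH, diaphorase coupling enzymes / Doses: 20 µM compound, 1% DMSO / Times: enzyme reaction with compound 20 min at room temperature / Measured by: Diaphorase-driven resazurin-to-resorufin fluorescence, excitation 544, emission 590 nm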
RAM inhibit: inhibitors of the yeast RAM network, primary screen, dse1pr::URA3 reporter, 5-FOA selection | S. cerevisiae dse1pr::URA3 reporter, 5-FOA growth OD615, 2 d; analog-sensitive cbk1-as2 kinase mutant strain | inhibition, % at 50 µM | 190,000 tested, 1.8% active;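 active = inhibition above a set limit, 3 SD over mean compound inhibition, cut at about 8.4% in these data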;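 also: 0% = DMSO-only wells with no growth and 100% = 10 µM 1-NA-PP1 full growth; inhibition rescues growth on 5-FOA so higher OD means more RAM inhibition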
L major viab: Leishmania major promastigote growth inhibition, primary screen. AID 1063, 2008. inhibition, % at 10 µM. Leishmania major promastigotes, resazurin fluorescence viability. 200,000 tested, 9% active; in the data active = inhibition above about 50%;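 also: promastigotes grown with compound for 44 hours at 28 °C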
Efa HMGR inh: inhibitors of E. faecalis class II HMGR, primary screen, biochemical, Enterococcus faecalis; inhibition, % at 10 µM; 190,000 tested, 0.41% active; AID 1066, 2008; HMG-CoA reductase (Enterococcus faecalis, mvaE); purified E. faecalis HMGR, NADPH absorbance 340 nm kinetic;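 active = inhibition above a set limit, the median over all tested compounds plus 3 SD, cut at about 9.5% in these data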;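 also: enzyme runs in reverse so mevalonate oxidation gives rising NADPH absorbance; 0% = complete reaction with DMSO and 100% = background rate lacking mevalonate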
Active calls of the source: *; . = not tested or not shown.

1: COc1cc(NC(=S)N2CCCC(CO)C2)c(OC)cc1Cl (stereo unspecified)
2: CCC(=O)Oc1ccc2c(=O)c(-c3ccc4ccccc4n3)c(CC)oc2c1C
3: CC(C)N(Cc1nc(-c2ccccc2)no1)C(=O)Cc1ccccc1
4: Cc1cc(Cl)c(OCCCCN2CCOCC2)c(Br)c1
5: CN1CCN(c2cc(N3CCc4ccccc4C3)c(F)cc2[N+](=O)[O-])CC1
6: CCNC(=S)N1CCn2c(nc3ccccc32)C1
7: O=c1c2ccccc2nc(COc2ccccc2)n1/N=C/c1ccco1
8: COc1ccc(OC)c(-c2cc(C(=O)N3CCCc4ccccc43)no2)c1
Compound,1,2,3,4,5,6,7,8
TNAP inh no acc,-11,-16,-11,-2,2,-7,-9,-12
TNAP inh hi DEA,-6,2,-5,3,10,-6,-6,-4
S1P3 antagonist,-15,-26,-15,6,6,4,14,-18
Hsp70 act,-0.1,-0.3,0.4,-0.2,-0.3,-0.3,-0.4,0.1
Redox H2O2 prof,-0.5,0.3,-1.8,-0.3,-0.1,0.6,-0.1,-0.2
PMI activator,1,0.9,1,1,0.9,1,1,0.9
PMI act satM6P,0.7,1,1,1.1,1,0.6,1,1
RAM inhibit,1.8,1.4,0.7,-0.2,1.0,1.8,0.0,9.3*
L major viab,1,-4,7,98*,76*,40,20,24
Efa HMGR inh,-3,-9,1,-1,-1,0,-3,-2

9: CS(=O)(=O)N1CCC(C(=O)N2CCN(C(c3ccccc3)c3ccccc3)CC2)CC1
10: N#Cc1cc(C(=O)c2cc(Cl)ccc2O)cn(-c2ccccc2)c1=O
11: Cn1nc(-c2ccc(Cl)cc2)c2cc(C(=O)NCC3CCCO3)sc21 (stereo unspecified)
12: NC(=O)CN1CCN(C2CC(=O)N(CCc3ccccc3)C2=O)CC1 (stereo unspecified)
13: FC(F)(F)c1cc(Cl)c2nc(-c3ccccc3)cn2c1
14: CC1(C)NC(=O)N(CCCCOc2ccccc2[N+](=O)[O-])C1=O
15: O=C(Nc1cccc(C(F)(F)F)c1)C1C2CC3OC(=O)C1C3C2 (stereo unspecified)
16: O=C(CSc1nnc(C2CC2)n1-c1ccccc1)NCc1ccco1
Compound,9,10,11,12,13,14,15,16
TNAP inh no acc,-12,-8,-10,-12,-6,-7,-9,-15
TNAP inh hi DEA,-5,7,-5,-7,-3,-3,-2,-2
S1P3 antagonist,3,-1,-11,-12,.,-12,-31,.
Hsp70 act,0.0,-0.4,0.0,0.0,0.0,-0.5,-0.3,-0.6
Redox H2O2 prof,-0.7,0.0,-2.2,-1.2,-8.4,0.2,-0.8,2.0
PMI activator,0.9,1,0.8,1,0.9,1.1,1,1.1
PMI act satM6P,0.9,1,0.9,1,0.9,1,1,1.1
RAM inhibit,-0.3,2.2,1.1,0.7,4.1,1.0,1.9,0.6
L major viab,67*,3,4,-7,-2,-10,-5,-5
Efa HMGR inh,2,-1,-3,-6,1,2,-2,-5

17: CC(C)Cc1cc(C(=O)Nc2cc(Br)ccc2O)no1
18: CCOc1ccc(CCNC(=O)C(CC)n2nc(C)n3c(cc4sccc43)c2=O)cc1OCC (stereo unspecified)
19: C=CCn1c(SCC(=O)NC2CCCCC2)nnc1C1CCCCC1
20: Fc1ccc(-c2n[nH]c(=S)c3ccccc23)cc1
21: CC(C)=C1SC(N2CCOCC2)=NC1=O
22: CC(=O)c1c(C)[nH]c(C(=O)OC2CCCCC2=O)c1C (stereo unspecified)
23: COc1ccc(-c2nn(-c3ccccc3)cc2C#N)cc1
24: CNC(=O)COc1ncnc2sccc12
Compound,17,18,19,20,21,22,23,24
TNAP inh no acc,5,-11,-10,3,-10,-1,-15,-2
TNAP inh hi DEA,1,-8,-5,0,-5,-8,-3,2
S1P3 antagonist,18,-34,.,65*,.,-12,.,.
Hsp70 act,-0.1,-0.5,-0.1,-0.4,0.1,-0.4,0.3,-0.3
Redox H2O2 prof,-0.4,0.1,1.0,-0.3,0.1,1.0,1.2,0.1
PMI activator,0.9,1,1,1.8,1,1.3,1,0.9
PMI act satM6P,0.8,1.1,1,2.4*,1,1.1,1.1,0.9
RAM inhibit,2.6,1.3,0.9,5.5,0.5,2.0,1.4,0.0
L major viab,-11,9,-3,3,5,9,-3,0
Efa HMGR inh,3,0,6,0,-1,2,-3,1

By substructure, the entries above containing bromine (2)
4: Cc1cc(Cl)c(OCCCCN2CCOCC2)c(Br)c1
17: CC(C)Cc1cc(C(=O)Nc2cc(Br)ccc2O)no1
Compound,4,17
TNAP inh no acc,-2,5
TNAP inh hi DEA,3,1
S1P3 antagonist,6,18
Hsp70 act,-0.2,-0.1
Redox H2O2 prof,-0.3,-0.4
PMI activator,1,0.9
PMI act satM6P,1.1,0.8
RAM inhibit,-0.2,2.6
L major viab,98*,-11
Efa HMGR inh,-1,3

More records.
25: CCNc1sc(C(=O)c2cccs2)c(N)c1-c1nc2ccccc2s1
26: O=S(=O)(c1ccc(NC(=S)N2CCN(c3ccccc3F)CC2)cc1)N1CCOCC1
27: CC(C)C(c1nnnn1Cc1ccccc1)N1CCN(Cc2ccco2)CC1 (stereo unspecified)
28: COC(=O)c1ccc(/C=C(\C#N)c2nc3ccccc3s2)cc1
29: O=C(Nc1ccccc1)c1ccc2ccccc2n1
30: CCOC(=O)C(O)(CC(=O)Nc1ccc(Cl)cc1Cl)C(F)(F)F (stereo unspecified)
31: COc1ccc(S(=O)(=O)N2CCCCC2)cc1NC(=O)Cc1c[nH]c2ccccc12
32: O=C(CCc1ccccc1)NNC(=O)C1CCCCC1
Compound,25,26,27,28,29,30,31,32
TNAP inh no acc,1,-1,-12,0,-3,-2,-20,4
TNAP inh hi DEA,5,-3,-4,-1,-2,3,1,-5
S1P3 antagonist,-17,-24,4,.,-5,.,-6,.
Hsp70 act,-0.1,-0.2,-0.3,-0.2,0.1,-0.3,-0.1,-0.5
Redox H2O2 prof,1.9,-1.0,-0.2,0.0,-0.1,0.5,-0.1,-0.8
PMI activator,1.2,0.9,1.1,1,1.2,0.9,1,1.1
PMI act satM6P,1.1,0.9,1.1,1,1.1,0.9,0.8,1
RAM inhibit,5.0,4.1,2.0,0.5,2.4,0.6,5.1,0.3
L major viab,6,-6,9,-6,-7,-3,12,-7
Efa HMGR inh,-2,-2,-9,-14,3,-3,-3,4

A few values from above.
Under PMI act satM6P, cpd 30 has 0.9
Under TNAP inh no acc, cpd 28 has 0

(cont.)
33: CC1(C)OC1COc1c2ccoc2cc2oc(=O)ccc12 (stereo unspecified)
34: CCN(CC(=O)Nc1c(F)cccc1F)C(=O)Cc1ccccc1
35: Cc1cc(C(F)(F)F)nc(SCC(=O)Nc2ccccc2)n1
36: CCOC(=O)C1CCCN(c2c(N3CCOCC3)c(=O)c2=O)C1 (stereo unspecified)
37: CC(NC(=O)COC(=O)CCc1ccc(S(=O)(=O)N2CCOCC2)cc1)C1CC2CCC1C2 (stereo unspecified)
38: Cc1ccc(CN2C(=O)CCSc3ccc(Cl)cc32)cc1
39: O=C(COC(=O)CC1c2ccccc2CCN1S(=O)(=O)c1ccccc1)Nc1ccccc1 (stereo unspecified)
40: O=C1C=C(NCC2CCCO2)CC(c2ccccc2)C1 (stereo unspecified)
Compound,33,34,35,36,37,38,39,40
TNAP inh no acc,-12,-2,-8,-17,-12,-6,-21,-6
TNAP inh hi DEA,-8,-4,0,-7,1,-2,0,-4
S1P3 antagonist,-8,11,6,.,-17,.,-19,-50
Hsp70 act,-0.3,-0.3,0.0,0.1,-0.3,-0.1,-0.3,0.0
Redox H2O2 prof,-0.8,-2.1,-0.8,-0.9,-0.1,2.2,-0.2,-1.1
PMI activator,0.9,1.1,1,1,0.9,1,0.8,1
PMI act satM6P,0.9,1.1,1,1,0.9,1,1,1
RAM inhibit,-1.2,0.4,0.3,1.6,1.0,0.7,3.4,-1.6
L major viab,-1,-2,-7,-5,-2,-3,5,-5
Efa HMGR inh,2,3,-3,-3,-7,-3,-2,-2

41: Cc1nc(Cl)cc(CS(=O)(=O)c2ccc(Cl)cc2)n1
42: Cc1cc(C)n(C(=O)C2CCCN2S(=O)(=O)c2ccc(Cl)cc2)n1 (stereo unspecified)
43: COc1ccc(C2C(Oc3ccccc3C)C(=O)N2Cc2ccc(F)cc2)cc1OC (stereo unspecified)
44: CCN1C(C)=C(C)S/C1=C1\SC(=S)N(C2CCCCC2)C1=O
45: COc1ccccc1Nc1nc2c(C)cccc2cc1C#N
46: Cc1cnc(NC(=O)C2CCCC2)s1
47: N#CC(C#N)=Cc1cccn1-c1ccc(S(N)(=O)=O)cc1
48: O=C1c2ccccc2C(=O)N1CSc1nnc2c3ccccc3n(CCc3ccccc3)c2n1
49: CNC(=S)N/N=C(\C)c1cccc([N+](=O)[O-])c1
50: COCC(=O)Nc1ccc(N(C)C)cc1
51: O=C(CNC(=S)N(Cc1ccccc1F)C1CCCCC1)NC1CC1
Compound,41,42,43,44,45,46,47,48,49,50,51
TNAP inh no acc,-5,-8,-9,2,-3,-6,-10,1,-7,-14,-3
TNAP inh hi DEA,-4,0,1,6,-1,0,-2,3,-4,-2,2
S1P3 antagonist,-2,-13,.,-15,.,.,8,.,-8,-17,.
Hsp70 act,-0.2,0.7,-0.3,0.3,-0.2,-0.1,-0.1,0.1,-0.4,0.0,-0.4
Redox H2O2 prof,-0.9,-0.4,2.3,-0.4,4.4,-2.5,-1.4,-1.1,0.3,-1.8,0.0
PMI activator,1.3,1,0.8,.,0.9,1,1,0.9,0.8,1,0.9
PMI act satM6P,1.3,1,0.8,.,0.9,0.9,1,0.9,0.9,1,0.9
RAM inhibit,0.9,2.2,8.9*,2.1,13*,-0.5,-0.1,3.8,0.1,0.9,-0.9
L major viab,-3,-7,16,16,-3,-6,0,2,-5,0,3
Efa HMGR inh,-1,-1,0,1,-1,0,-2,0,3,-9,-3

Compound profiles, from the list above:
Profile of `Cc1nc(Cl)cc(CS(=O)(=O)c2ccc(Cl)cc2)n1` : TNAP inh no acc: -5; TNAP inh hi DEA: -4; S1P3 antagonist: -2; Hsp70 act: -0.2; Redox H2O2 prof: -0.9; PMI activator: 1.3; PMI act satM6P: 1.3; RAM inhibit: 0.9; L major viab: -3; Efa HMGR inh: -1
Profile of `O=C(CNC(=S)N(Cc1ccccc1F)C1CCCCC1)NC1CC1` : TNAP inh no acc: -3; TNAP inh hi DEA: 2; S1P3 antagonist: .; Hsp70 act: -0.4; Redox H2O2 prof: 0.0; PMI activator: 0.9; PMI act satM6P: 0.9; RAM inhibit: -0.9; L major viab: 3; Efa HMGR inh: -3
